Xi reactivation: activators of inactive X chromosome reactivation, primary screen, imaging, XiGFP fibroblasts, GFP high-content imaging, set 2; XiGFP mouse fibroblasts, % GFP-positive cells imaging, 3 d; cells co-treated with 5-aza-dC sensitizer; scaled so ellipticine positive control = 100%; activation, % at 7.58 µM; hit rate 0.055% among 360,000; AID 743238, 2013;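 active means mean normalized replicate activation at least 10% and every replicate at or above 10%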;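 further: 0% = median of on-plate neutral control wells and 100% = ellipticine 6 µM median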
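Material: XiGFP fibroblasts, SV40-immortalized; Buffer or medium: DMEM containing 5-aza-dC; Compound dosing: single point; Times: 3 days compound exposure.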
ERp5 block: inhibitors of ERp5-driven insulin aggregation, primary screen, biochemical, turbidity, absorbance 650 nm, single point. 90 min. inhibition, % at 9.99 µM. Protein disulfide-isomerase A6 (Homo sapiens), Q15084. hit rate 0.05% among 350,000;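 active means mean replicate inhibition above about 25%, with every replicate also reaching it, limit read from the data, passing the limit was not always enough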
Target sequence (Q15084 whole entry, looked up): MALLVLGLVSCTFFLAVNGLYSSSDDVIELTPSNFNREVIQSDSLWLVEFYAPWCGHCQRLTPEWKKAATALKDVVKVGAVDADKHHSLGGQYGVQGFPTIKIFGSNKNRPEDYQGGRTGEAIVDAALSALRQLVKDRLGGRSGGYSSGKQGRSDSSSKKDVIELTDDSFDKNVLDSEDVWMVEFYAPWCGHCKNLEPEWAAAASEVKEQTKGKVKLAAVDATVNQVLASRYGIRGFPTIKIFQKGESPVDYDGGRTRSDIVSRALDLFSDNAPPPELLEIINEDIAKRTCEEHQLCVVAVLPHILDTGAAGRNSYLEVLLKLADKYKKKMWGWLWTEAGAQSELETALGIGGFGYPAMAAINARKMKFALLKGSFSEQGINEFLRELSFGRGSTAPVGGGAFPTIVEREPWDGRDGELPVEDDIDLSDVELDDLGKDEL
S100A4 MyoIIA: inhibitors of S100A4-myosin IIA peptide binding, primary screen, biochemical, fluorescence polarization, TAMRA-MyoIIA peptide. inhibition, % at 10.7 µM. hit rate 0.14% among 360,000;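 active means mean inhibition of at least 70% across replicates, with every replicate also reaching that level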
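incubation = readout 5 min after mixing, signal stable up to 60 min | system = S100A4 monomer protein | buffer or medium = HEPES pH 7.2 with CaCl2, KCl, NaCl, DTT, Triton | benchmarks = neutral control DMSO, positive control TFP | also added = fluorescent myosin IIA peptide, 5 nM | compound dosing = one concentration per compound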
ERAP1 inh: human ERAP1 aminopeptidase inhibitors, primary screen, biochemical, single point, plate reader; recombinant ERAP1, Leu-AMC fluorescence, 60 min; inhibition, % at 10.7 µM; hit rate 0.15% among 340,000;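 active means mean replicate inhibition of at least 30%, or all replicates individually reaching that 30% level; inactive means mean below 30% and not every replicate reaching it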;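 further: 0% = neutral control wells and 100% = L-leucinethiol positive control wells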
esBAF inh: Bmi1 luciferase reporter increase in mESCs, primary screen, esBAF inhibitor project, mouse ES cells, Bmi1 luciferase knock-in, single point. 24 h; 100% = twice the neutral-well signal. reporter increase, % at 12.5 µM. hit rate 2% among 350,000; in the data active means activation above about 40%;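 further: 0% = median of the plate's neutral control wells and 100% = double that signal; a rise in the Bmi1 reporter signal indicates esBAF inhibition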
E-sel inducer: E-selectin induction in HUVECs, primary screen, imaging, HUVEC, immunofluorescence imaging, single point | activation, % at 7.58 µM | P16581 | normalized: neutral wells 0, TNF-alpha wells 100 | hit rate 0.37% among 260,000;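 active means mean E-selectin-positive cell signal at least 10% of the positive control, reached in at least 60% of replicates, without over 20% cell loss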;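 further: in these data hits start at about 27%; measured in HUVEC primary endothelial cells; signal is the percent of cells scored E-selectin positive by PE staining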
Target sequence (P16581 whole entry, looked up): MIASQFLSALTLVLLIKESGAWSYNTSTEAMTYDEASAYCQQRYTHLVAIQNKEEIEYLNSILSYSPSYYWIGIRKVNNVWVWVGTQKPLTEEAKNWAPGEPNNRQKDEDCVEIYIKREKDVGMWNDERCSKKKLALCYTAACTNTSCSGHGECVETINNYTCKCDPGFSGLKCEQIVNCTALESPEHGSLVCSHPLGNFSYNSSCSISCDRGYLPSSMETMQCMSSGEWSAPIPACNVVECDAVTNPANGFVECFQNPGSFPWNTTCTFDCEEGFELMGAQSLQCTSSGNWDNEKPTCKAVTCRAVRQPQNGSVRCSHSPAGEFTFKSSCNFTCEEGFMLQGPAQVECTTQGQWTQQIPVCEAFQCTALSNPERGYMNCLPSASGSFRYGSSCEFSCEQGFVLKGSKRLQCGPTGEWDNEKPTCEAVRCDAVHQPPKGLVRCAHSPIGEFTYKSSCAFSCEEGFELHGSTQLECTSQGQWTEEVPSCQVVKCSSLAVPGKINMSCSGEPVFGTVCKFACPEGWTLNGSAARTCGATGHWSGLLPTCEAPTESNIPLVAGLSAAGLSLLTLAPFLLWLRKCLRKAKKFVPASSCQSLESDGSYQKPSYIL
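Read-out: % PE-positive cells | Test system: HUVEC | Doses: One compound dose added by pin transfer | Buffer or medium: EGM-2 over gelatin coat | Signal: Immunofluorescence imaging | Benchmarks: TNF-alpha, DMSO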
RAD52 inh: RAD52 DNA annealing inhibitors, primary screen, biochemical, FRET, single point, set 2 | DNA repair protein RAD52 homolog (Homo sapiens), P43351 | recombinant RAD52 DNA annealing, FRET fluorescence | inhibition, % at 18.7 µM | hit rate 0.46% among 360,000;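 active means every replicate showing at least 50% inhibition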
RAD54 inh: inhibitors of human RAD54 branch migration, primary screen, biochemical, fluorescence, single point; DNA repair and recombination protein RAD54-like (Homo sapiens), Q92698; RAD54 Holliday junction branch migration, FAM/BHQ fluorescence; inhibition, % at 10.4 µM; hit rate 0.14% among 360,000;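 active means mean normalized replicate activity at least 40 and at least half of replicates scoring 40 or more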;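 further: 0% = median of neutral control wells and 100% = median of positive control wells; inhibitors cause a drop in the FAM fluorescence signal; in these data hits start at about 50%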
* hit, by the source's call; x = not tested or not shown; & = joins results of further samples. This is a random part of the collection; overall some 2.5% were active at least once.

The first 14 compounds (preview)
Every second line gives: Xi reactivation	ERp5 block	S100A4 MyoIIA	ERAP1 inh	esBAF inh	E-sel inducer	RAD52 inh	RAD54 inh
NC(N)=NC(=O)c1nc(Cl)c(N)nc1N
  0.1&0.0&-0.1	-1&4&3	-7&-13&-3&-9	5&7&1	-28&1&3	2.0&0.0&0.2	22&21&-32	26&27&17
CCN(C[C@H]1[C@@H](c2ccc(-c3ccccc3)cc2)[C@@H](CO)N1C(C)=O)C(C)=O
  0.1	8	-10	1	x	-0.1	0	x
Cc1ccccc1OCC(=O)NCCNC(=O)c1ccncc1
  0.1	1	-7	-3	-2	0.0	-8	-2
CN1CCN(CC(=O)Nc2c(C#N)cnn2-c2ccccc2)CC1
  0.0	-3	-7	3	-4	-0.2	-14	-5
N/C(=N\N=C\c1ccc(O)cc1)c1nonc1N
  0.0	0	0	-1	x	-0.2	-9	x
CC(C)NC(=O)Nc1cccc2c1O[C@@H](CN(C)Cc1ccc(C(F)(F)F)cc1)[C@@H](C)CN([C@H](C)CO)C2=O
  0.1	6	-6	1	-4	53*	-5	-14
CC(=O)n1cc([C@H]2C=C(C(=O)N3CCOCC3)O[C@@H](OCCCCO)C2)c2ccccc21
  0.2	0&-3	-1&-55	-2&2	-5	-0.1	-15&5	-11
O=S(=O)(c1cccc(F)c1)N1[C@@H]2CNC[C@H]1C2c1ccc(-c2ccncc2)cc1 (some centres not stated)
  0.1&0.1	9	-1	1	x	0.1	2	x
Cc1cc(C)n2nc(-c3ccc(Cl)cc3)cc2n1
  0.0	4	0	3	20	x	-9	9
CCN(CC)CCCNC(=S)N(Cc1cccnc1)Cc1cc2cc(C)cc(C)c2[nH]c1=O
  0.0	-1	-1	-2	x	x	2	x
CC(=O)Nc1ccc(C(=O)OCCc2ccccc2)cc1
  0.1	0	1	-2	x	x	-3	-2
O=C(O)C[C@@H]1C[C@H]2c3cc(NC(=O)C4CCOCC4)ccc3O[C@H]2[C@H](CO)O1
  0.3	x	x	x	0	0.1	x	1
C[C@@H]1CN([C@H](C)CO)C(=O)Cc2cc(NC(=O)CCN3CCOCC3)ccc2O[C@@H]1CN(C)Cc1ccc(-c2ccccc2)cc1
  0.2	4	-5	-5	0	1.2	0	x
NC(=O)N/N=C/c1cn(CC(=O)Nc2ccc(F)cc2)c2ccccc12
  0.0	-2	-1	1	x	0.1	-12	-7

This part in full, from the start:
Every second line gives: Xi reactivation	ERp5 block	S100A4 MyoIIA	ERAP1 inh	esBAF inh	E-sel inducer	RAD52 inh	RAD54 inh
NC(N)=NC(=O)c1nc(Cl)c(N)nc1N
  0.1&0.0&-0.1	-1&4&3	-7&-13&-3&-9	5&7&1	-28&1&3	2.0&0.0&0.2	22&21&-32	26&27&17
CCN(C[C@H]1[C@@H](c2ccc(-c3ccccc3)cc2)[C@@H](CO)N1C(C)=O)C(C)=O
  0.1	8	-10	1	x	-0.1	0	x
Cc1ccccc1OCC(=O)NCCNC(=O)c1ccncc1
  0.1	1	-7	-3	-2	0.0	-8	-2
CN1CCN(CC(=O)Nc2c(C#N)cnn2-c2ccccc2)CC1
  0.0	-3	-7	3	-4	-0.2	-14	-5
N/C(=N\N=C\c1ccc(O)cc1)c1nonc1N
  0.0	0	0	-1	x	-0.2	-9	x
CC(C)NC(=O)Nc1cccc2c1O[C@@H](CN(C)Cc1ccc(C(F)(F)F)cc1)[C@@H](C)CN([C@H](C)CO)C2=O
  0.1	6	-6	1	-4	53*	-5	-14
CC(=O)n1cc([C@H]2C=C(C(=O)N3CCOCC3)O[C@@H](OCCCCO)C2)c2ccccc21
  0.2	0&-3	-1&-55	-2&2	-5	-0.1	-15&5	-11
O=S(=O)(c1cccc(F)c1)N1[C@@H]2CNC[C@H]1C2c1ccc(-c2ccncc2)cc1 (some centres not stated)
  0.1&0.1	9	-1	1	x	0.1	2	x
Cc1cc(C)n2nc(-c3ccc(Cl)cc3)cc2n1
  0.0	4	0	3	20	x	-9	9
CCN(CC)CCCNC(=S)N(Cc1cccnc1)Cc1cc2cc(C)cc(C)c2[nH]c1=O
  0.0	-1	-1	-2	x	x	2	x
CC(=O)Nc1ccc(C(=O)OCCc2ccccc2)cc1
  0.1	0	1	-2	x	x	-3	-2
O=C(O)C[C@@H]1C[C@H]2c3cc(NC(=O)C4CCOCC4)ccc3O[C@H]2[C@H](CO)O1
  0.3	x	x	x	0	0.1	x	1
C[C@@H]1CN([C@H](C)CO)C(=O)Cc2cc(NC(=O)CCN3CCOCC3)ccc2O[C@@H]1CN(C)Cc1ccc(-c2ccccc2)cc1
  0.2	4	-5	-5	0	1.2	0	x
NC(=O)N/N=C/c1cn(CC(=O)Nc2ccc(F)cc2)c2ccccc12
  0.0	-2	-1	1	x	0.1	-12	-7
CC(=O)c1ccc(N(CC(=O)NCC2CCCO2)C(=O)CCC(=O)Nc2cc(C)on2)cc1 (configuration not stated)
  0.0	4	4	2	0	0.1	-5	-12
Cc1ccc(-c2nc(CS(=O)CC(=O)NCCC(C)C)c(C)o2)cc1 (configuration not stated)
  0.1	-6	0	12	4	x	-4	7
CC=Cc1ccc2n(c1=O)C[C@H]1[C@H](CO)[C@@H](C(=O)NCC)[C@@H]2N1Cc1cccc(Cl)c1 (mixture of isomers)
  0.3	1	17	-7	8	0.3	-8	3
C=CCNC(=O)c1ccc(NC(=O)CC2SC(N3CCCC3)=NC2=O)cc1 (configuration not stated)
  0.1	3	5	0	x	x	-12	10
CC(C)C(NC(=O)c1c(F)cccc1F)C(=O)N1CCN(S(=O)(=O)/C=C/c2ccccc2)CC1 (configuration not stated)
  0.0	x	-1	2	14	0.9	-16	3
CC1(C)Cc2c(cnn2-c2cccc(F)c2)C(NC(=O)CCN2CCCC2=O)C1 (configuration not stated)
  0.1	5	-16	1	4	1.4	-10	-2

A different layout for part of the listing above.
Structure | Xi reactivation | ERp5 block | S100A4 MyoIIA | ERAP1 inh | esBAF inh | E-sel inducer | RAD52 inh | RAD54 inh
CC(=O)Nc1ccc(C(=O)OCCc2ccccc2)cc1 | 0.1 | 0 | 1 | -2 | x | x | -3 | -2
CC(C)C(NC(=O)c1c(F)cccc1F)C(=O)N1CCN(S(=O)(=O)/C=C/c2ccccc2)CC1 (configuration not stated) | 0.0 | x | -1 | 2 | 14 | 0.9 | -16 | 3

New compounds follow:
Every second line gives: Xi reactivation	ERp5 block	S100A4 MyoIIA	ERAP1 inh	esBAF inh	E-sel inducer	RAD52 inh	RAD54 inh
CN1CCN(C(=O)C[C@@H]2CC[C@@H](NC(=O)Nc3ccccc3F)[C@@H](CO)O2)CC1
  1.8	-1	-13	3	-5	0.6	4	17
Cc1cccc(C2C3=C(Nc4[nH]n(-c5ccccc5)c(=O)c42)c2ccccc2C3=O)c1 (configuration not stated)
  -0.1	-4	4	7	x	x	8	x
Cc1n[nH]c2c([N+](=O)[O-])c(=O)[nH]c(=O)n12
  -0.1	-1	-2	3	x	-0.1	-2	x
NC(=O)c1ccsc1NC(=O)COC(=O)Cc1n[nH]c(=O)c2ccccc12
  0.6	1	-8	3	-9	x	-28	0
O=C(Cn1cnc2ccccc2c1=O)c1ccc(Cl)cc1
  0.0	4	10	-4	x	x	-3	x
Cc1cccc(S(=O)(=O)N2CC[C@H]3[C@@H](CO)N(C)c4ccc(-c5ccc(C#N)cc5)cc4[C@H]32)c1
  0.2	18	9	1	2	-0.4	7	4
CCOC(=O)[C@H](O)[C@@H](O)c1cccc([C@H](O)[C@@H](O)C(=O)OCC)c1
  0.0	7	-15	-2	5	0.0	-2	0
C[C@H](CO)N1C[C@H](C)[C@H](CN(C)Cc2ccc(-c3ccccc3)cc2)Oc2c(NC(=O)Nc3ccc(C(F)(F)F)cc3)cccc2C1=O
  0.3	-1	7	1	-3	-0.3	-38	-9
C[C@@H]1COC(=O)[C@@H](CC(=O)OC(C)(C)C)C/C=C\C[C@@H](CC(=O)N[C@H](CO)Cc2ccccc2)C(=O)N1
  0.2	3	-2	x	-9	-0.1	-10	-14
O=C(CNc1cccc([N+](=O)[O-])c1)NCCCc1ccccc1
  0.1	0	20	-4	-6	0.0	-10	0
C[C@H](CO)N1C[C@H](C)[C@@H](CN(C)CC2CCCCC2)Oc2c(NC(=O)CCC(F)(F)F)cccc2C1=O
  0.9	1	-5	-2	10	-0.1	-16	0
O=C(Cn1ncc2c3ccccc3n(Cc3cccc(Cl)c3)c2c1=O)NCC1CCCO1 (configuration not stated)
  0.0	7	-4	-4	-5	0.6	-37	4
Cc1c(C(=O)N2CCN(c3ccc([N+](=O)[O-])cc3)CC2)sc2ncn(CC(=O)N3CCOCC3)c(=O)c12
  0.1	5	-1	5	4	0.3	2	-1
Cc1ccc2nc(NC3=NC(CC(=O)O)C(=O)N3)nc(C)c2c1 (configuration not stated)
  0.0	-2	-8	-8	4	-2.3	-8	8
Cc1occc1C(=O)N/N=C/C1=C(N2CCOCC2)C(=C\c2ccc(Cl)cc2)/CC1
  -0.1	-7	-4	-3	x	2.1	-3	x
CC1(C)CC2CC(C)(CN2Cc2cccc([N+](=O)[O-])c2)C1 (configuration not stated)
  0.1	2	-2	6	3	0.0	0	3
COc1ccc(CNC(=O)C23CN(Cc4ccccc4)CC2C(c2ccc([N+](=O)[O-])cc2)=NO3)cc1 (configuration not stated)
  -0.3	7	4	4	-10	0.0	-12	3
CCOC(=O)C1=CCN(S(=O)(=O)c2ccc(C)cc2)C1c1ccccc1 (configuration not stated)
  0.1	-4	0	-3	-3	2.9	0	-8
Cc1ccc(N2CCN(S(=O)(=O)c3ccc(Cl)s3)CC2C)cc1 (configuration not stated)
  0.1	-2	3	5	-4	-2.0	-19	-11
COc1ccc(CCn2c(SCCN3CCCCC3)nc3ccccc3c2=O)cc1OC
  0.0	1	-4	-2	-8	x	0	26
CO[C@H]1CN(C)C(=O)c2cc(NC(=O)C3CCOCC3)ccc2OC[C@H](C)N(C)C[C@@H]1C
  0.2	-1	3	1	-1	0.0	6	-1
CN(C)CCN(C(=O)c1ccc(S(=O)(=O)N2CCc3ccccc32)cc1)c1nc2ccc(F)cc2s1
  0.1	-9	-7	0	0	x	-18	-12
CCOc1ccc(C(=O)COC(=O)C2COc3ccccc3O2)cc1 (configuration not stated)
  0.2	-4	-1	3	-3	x	-4	-6
Cc1ccc(N(CC(=O)NC2CCCCC2)C(=O)CCC(=O)Nc2nccs2)cc1
  0.3	4	-2	2	-4	0.0	-11	5
O=c1cc(-c2ccc(O)c(O)c2)oc2c1ccc1ccccc12
  0.3	-1	-1	-2	-2	5.2	-12	14
CC(C)CNc1ncnc2c1ncn2[C@H]1CN(Cc2ccco2)C[C@@H](CO)O1
  0.0	0	-13	-5	-2	1.1	-9	2
COc1cc2c(cc1OC)-c1cc(Nc3ccc(C)cc3)nc(=O)n1CC2
  0.0	0	-1	-3	7	x	-1	14
CO[C@@H]1CN(C)C(=O)c2cc(NC(C)=O)ccc2OC[C@H](C)N(Cc2ccccn2)C[C@@H]1C
  0.0	-3	3	-1	0	-0.1	-3	-2
COc1ccc(C2CCCN2C(=O)Nc2ccc(Cl)cc2)cc1OC (configuration not stated)
  0.0	-1	-2	-1	28	0.0	-9	5
